# Furin inh – inhibitors of human furin; P09958; purified furin, fluorogenic substrate cleavage; inhibition, % at 30 µM; 0.061% of 220,000 active; in the data active = inhibition above about 25%; note: inactives centre near -15
# Target sequence (P09958 108-714 limits assumed): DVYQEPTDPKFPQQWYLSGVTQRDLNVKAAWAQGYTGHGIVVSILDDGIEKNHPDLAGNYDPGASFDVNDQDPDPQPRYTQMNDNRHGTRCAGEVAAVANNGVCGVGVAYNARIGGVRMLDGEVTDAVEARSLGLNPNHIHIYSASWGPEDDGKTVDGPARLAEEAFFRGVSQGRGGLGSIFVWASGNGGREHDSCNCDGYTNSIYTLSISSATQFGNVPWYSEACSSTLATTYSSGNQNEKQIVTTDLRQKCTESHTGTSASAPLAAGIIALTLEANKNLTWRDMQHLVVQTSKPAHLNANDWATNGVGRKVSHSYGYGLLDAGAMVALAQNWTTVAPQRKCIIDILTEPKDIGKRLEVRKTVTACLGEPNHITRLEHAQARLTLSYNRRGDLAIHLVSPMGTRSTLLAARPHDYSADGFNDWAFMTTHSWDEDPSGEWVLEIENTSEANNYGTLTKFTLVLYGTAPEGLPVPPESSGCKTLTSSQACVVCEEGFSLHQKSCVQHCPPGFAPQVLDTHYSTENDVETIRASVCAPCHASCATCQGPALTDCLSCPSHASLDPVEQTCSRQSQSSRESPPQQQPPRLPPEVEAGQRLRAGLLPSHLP
# Calpain2 inh – blocks pig calpain II enzyme activity; purified calpain II, fluorogenic peptide substrate, 30 min; inhibition, % at 16 µM; 0.37% of 220,000 active; AID 1236;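 active = inhibition above about 50%, limit read from the data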
# Tb hexokinase – blocks Trypanosoma brucei hexokinase 1 activity. AID 1430. recombinant TbHK1, G6PDH-coupled NADH A340. inhibition, % at 10 µM. 0.11% of 220,000 active;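 active = inhibition of 50% or more in the single-dose primary screen; inactive = inhibition below 50%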
# p47phox inh – blocks human p47phox regulatory protein of NADPH oxidases; 0.53% of 220,000 active; AID 1274; inhibition, % at 24.7 µM; p47phox/p22phox peptide binding, fluorescence polarization, 2 h;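 active = inhibition above about 30%, limit read from the data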;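 note: 0% = p47phox with labelled peptide and 100% = labelled peptide alone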
# EBV gp42 inh – inhibitors of Epstein-Barr virus glycoprotein 42 | 0.42% of 220,000 active | Fluorescence polarization binding assay, mP read-out | inhibition, % (tested at 21.74 µM) | Q1HVG2 | AID 1085; in the data active = inhibition above about 50%
# Target sequence (Q1HVG2 whole entry, looked up): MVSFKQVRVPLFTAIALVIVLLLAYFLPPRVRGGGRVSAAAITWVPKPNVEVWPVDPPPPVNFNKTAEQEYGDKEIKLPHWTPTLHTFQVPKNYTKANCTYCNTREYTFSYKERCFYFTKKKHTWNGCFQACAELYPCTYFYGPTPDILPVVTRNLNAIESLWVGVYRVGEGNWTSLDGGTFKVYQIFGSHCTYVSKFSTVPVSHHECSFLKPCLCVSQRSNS
# RBBP9 inhibitor – blocks human serine hydrolase RBBP9; O75884; recombinant RBBP9, FP-Rh probe fluorescence polarization; inhibition, % at 7.94 µM; 0.2% of 220,000 active;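 active = inhibition above the campaign mean of all tested compounds plus 3 SD, cut at about 14% in these data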;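 note: plate controls were DMSO wells with RBBP9 for no effect and wells lacking RBBP9 protein for full effect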
# Target sequence (O75884 whole entry, looked up): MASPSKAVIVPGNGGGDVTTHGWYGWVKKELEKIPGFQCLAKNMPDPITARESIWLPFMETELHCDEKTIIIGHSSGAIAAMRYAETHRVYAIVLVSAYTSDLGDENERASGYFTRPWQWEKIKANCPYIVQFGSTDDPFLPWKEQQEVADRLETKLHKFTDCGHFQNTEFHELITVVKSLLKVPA
#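 Test system: recombinant human RBBP9; Timing: 30 min then 45 min, 25 °C; Detection: fluorescence polarization; Control set: RBBP9 with DMSO as uninhibited control, no-protein wells as full inhibition; Compound dosing: one concentration, 7.94 µM nominal, 0.794% DMSO; Probe or stimulus: FP-Rh activity-based probe, 375 nM before mixing.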
# Runt-SMMHC FRET – blocks binding of human RUNX1 Runt domain to CBFb-SMMHC. Cerulean-Runt/Venus-CBFb-SMMHC FRET ratio 530/480, 1 h. 0.74% of 220,000 active. inhibition, % at 20 µM. AID 1434;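 active = mean inhibition across duplicate retests at 20 µM reaching about 50%, limit read from the data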;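 note: 0% = DMSO wells and 100% = wells with excess untagged CBFb-SMMHC; inhibitors lower the FRET ratio by blocking Runt binding to CBFb-SMMHC; some results filed as inactive read as strong as hits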
# Runt-CBFb FRET – Runt domain-CBFb interaction inhibition. Cerulean-Runt/Venus-CBFb FRET ratio 530/480, 1 h. 0.46% of 220,000 active. Q01196+Q13951. AID 1496. inhibition, % at 20 µM;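 active = inhibition over about 50% at 20 µM in the single-dose screen, limit read from the data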;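 note: 0% = DMSO wells and 100% = excess unlabeled CBFb competitor control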
#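 Measured by: fluorescence energy transfer, 422 nm excitation, 530/480 nm emission; Assay system: Cerulean-Runt domain; Medium: Tris pH 7.5 buffer with BSA; Measure: loss of energy transfer signal; Controls: 5 µM unlabeled CBFb as full-inhibition high control; Incubation: protein complex preformed 1 h, compound exposure 1 h, room temperature, dark.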
# p97 ATPase inh – blocks human p97 ATPase activity; inhibition, % at 8 µM; AID 1481; 0.42% of 220,000 active; recombinant p97 ATPase, Kinase-Glo ATP luminescence, 3 h; P55072; in the data active = inhibition above about 15%;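 note: 0% = DMSO vehicle and 100% = wells lacking enzyme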
# The depositor's hits bear a star; i = inactive; x = not tested or not shown; [ ] = dose if it differs, or a comment.
SMILES,Furin inh,Calpain2 inh,Tb hexokinase,p47phox inh,EBV gp42 inh,RBBP9 inhibitor,Runt-SMMHC FRET,Runt-CBFb FRET,p97 ATPase inh
COc1ccc(/C=C(\C#N)C(=O)OCCNC(=O)c2ccncc2)cc1,-14,-17,-25,-85,-10,-3,30,-3,2
COc1ccccc1NC(=O)c1nn(-c2ccc(Cl)cc2)ccc1=O,-11[20 µM],23,-5,6,-5,-4,-5,2,-2
O=C(c1cccc(S(=O)(=O)N2CCOCC2)c1)N1CCCC1,-25,22,0,3,9,-4,3,-3,-2
O=C1CCCC(=O)C1C(=O)C1CCN(S(=O)(=O)c2ccccc2)CC1,-17,-10,-2,15,8,-5,-4,-1,0
N#C/C(=N\Nc1ccc(S(=O)(=O)N2CCCCC2)cc1)C(N)=S,-12,7,23,-6,-18,-2,2,20,6
O=C(O)CCS(=O)(=O)c1cccc2cccnc12,-17[20 µM],-32,0,1,-8,-1,-2,0,-1
O=C(NN1C(=O)c2ccccc2NC1c1ccc([N+](=O)[O-])o1)c1ccc(Br)cc1 (stereo not given),-23,12,-9,-13,-7,-9,3,x,1
CCc1c(C)nc(SCCOc2ccc(OC(C)C)cc2)[nH]c1=O,-20[20 µM],6,9,0,-5,-3,3,-2,0
O=C1CC(N2CCCCCC2)C(=O)N1c1ccc2c(c1)OCO2 (stereo not given),-18[20 µM],-7,-1,-11,-19,-4,1,8,-5
O=c1[nH]c(SCc2c(Cl)cccc2Cl)nc2ccccc12,-16,-12,-8,-5,6,-9,4,1,1
COc1ccc(C2NC(=O)Cc3cc(OC)c(OC)cc32)cc1OC (stereo not given),-16,-22,-11,-2,-9,1,-1,0,6
COc1ccccc1C(=O)Nc1ccc(C)cc1C(=O)c1ccccc1,-15,10,4,5,5,-4,4,0,2
O=C(NC(=S)N1CCCCC1)c1csc([N+](=O)[O-])c1,-28,3,-27,-5,-4,-6,-2,-2,2
O=C(CSc1nnc2scc(-c3ccc(F)cc3)n12)NCc1ccco1,-21,-84,9,-14,-15,2,2,1,11
CCOc1ccccc1N=C1SC(CC(=O)Nc2ccc(OC)cc2OC)C(=O)N1CCC1=CCCCC1 (stereo not given),6,13,-11,-70,-6,-10,8,-1,-1
CC1(C)C2CCC1(CS(=O)(=O)Nc1ccc(S(=O)(=O)N3CCCC3)cc1)C(=O)C2 (stereo not given),-15,-7,34,8,-14,-2,1,2,6
Cc1oc2c(CN3CCCC3)c(O)ccc2c(=O)c1Oc1ccccc1Br,-30,i,-26,-16,-6,-10,6,2,0
COCCn1c(-c2ccccc2)nc(=S)c2c1CC(C)(C)OC2,-4[20 µM],16,-55,-10,-12,-7,0,-1,-4
COc1cc(CC(=O)OCC(=O)Nc2sccc2C(N)=O)cc(OC)c1OC,-17,-55,-2,-12,-18,-13,-5,0,10
CCOc1ccc(NC(=O)CN(C)CC(=O)Nc2ccc(Br)cc2F)cc1OCC,-28,-25,-7,-5,-1,-4,-1,0,-1
Cc1c(NS(=O)(=O)CC23CCC(CC2=O)C3(C)C)c(=O)n(-c2ccccc2)n1C (stereo not given),-9,13,-3,-7,-18,-3,0,0,-6
CCNc1nn2ccccc2c1/C=C(\C#N)C(=O)OCC,10,24,-5,-9,-14,-7,9,2,-5
COc1cccc(CN2CCN(C3CSCCSC3)CC2CCO)c1 (stereo not given),-24,-13,-2,-5,-17,1,-6,0,6
CCOC(=O)C1CCN(C(=O)c2cccc(NC(=O)C(CC)CC)c2)CC1,11[20 µM],-3,-1,-6,-16,2,-1,1,-1
Nc1ccc(Sc2ccc([N+](=O)[O-])cc2)cc1,-13,-5,-14,3,3,-3,-4,0,0

# Limited to Calpain2 inh, for 2 of the compounds above:
compound	Calpain2 inh
COc1ccc(/C=C(\C#N)C(=O)OCCNC(=O)c2ccncc2)cc1	-17
CCc1c(C)nc(SCCOc2ccc(OC(C)C)cc2)[nH]c1=O	6

# Following part:
SMILES,Furin inh,Calpain2 inh,Tb hexokinase,p47phox inh,EBV gp42 inh,RBBP9 inhibitor,Runt-SMMHC FRET,Runt-CBFb FRET,p97 ATPase inh
CC(C)c1csc(CN2CCN(Cc3ccc(F)cc3)C(CCO)C2)n1 (stereo not given),-19,-21,-5,-6,-13,-11,-5,2,1
O=C(O)CCNS(=O)(=O)c1ccc2c(c1)OCCCO2,2,8,7,-1,-1,-3,2,1,-2
O=C(N/N=C/c1ccccn1)c1ccc(Br)o1,-12[20 µM],-4,-18,3,-51,-2,2,-1,1
Cc1c(-n2cc(C(=O)c3cc(F)ccc3O)cc(C#N)c2=O)c(=O)n(-c2ccccc2)n1C,0,-3,-14,-4,-2,-2,-24,-11,6
Cc1c(NC(=O)C2(c3ccccc3)CCOCC2)c(=O)n(-c2ccccc2)n1C,-21[20 µM],-18,3,-1,-16,1,-2,0,4
Brc1cccc(OCCCN2CCCCCC2)c1,-22,16,-2,-6,-17,1,-2,1,1
C=CCCC1(C)C(=O)N(c2ccccc2)c2ccccc21 (stereo not given),-17,11,2,0,-22,8,0,-1,1
CCN1C(=O)C(CC(=O)Nc2ccc(OC)cc2)N(Cc2cccnc2)C1=S (stereo not given),-14[20 µM],-21,-2,-8,-9,4,-1,1,5
Cc1cc(C)c2cc3c(N)c(C(=O)Nc4c(C)[nH]c(=O)[nH]c4=O)sc3nc2c1,-16,-74,-10,-51,-108,-2,0,7,5
COc1ccc(OCc2nn3c(Cn4cnc5ccccc54)nnc3s2)cc1,-24,-71,10,-6,-16,2,10,19,2
CC(C)(C)NC(=O)CN(C(=O)CCN1CCCc2ccccc21)C(C)(C)C,-3[20 µM],-16,3,-12,-10,-2,3,2,-8
C/C(=N\NC(=S)NC(C)C)c1ccc(Cl)s1,-5,2,-15,4,8,0,-4,-1,-6
Cc1ccc(NC(=S)N/N=C2\CCCCC2C)cc1 (stereo not given),-19,-3,2,4,3,-13,0,2,5
CCN(CC)S(=O)(=O)c1cc(Cl)ccc1OC,-20,-18,-5,-12,0,2,-5,-1,-1
CCOC(=O)N1CCN(C(=O)CCSc2ccc(Cl)cc2)CC1,-30[20 µM],-9,0,-3,-17,-7,2,0,-4
Cc1ccc(-c2cc(C(=O)Nc3nn[nH]n3)c3ccccc3n2)cc1,-17[20 µM],-142,-12,7,-9,4,-2,0,6
C/C(CC(=O)Nc1ccc(Cl)cc1Cl)=N\NC(=O)c1ccncc1,-12,3,-9,-3,-13,-8,-6,3,7
COc1ccc(OC)c(C(=O)c2ccc(C(=O)N3CCN(Cc4csc(C)n4)CC3)cc2)c1,-27,-10,-4,2,-6,-4,4,1,-1
Clc1cccc(-c2nnc(-c3ccccc3)o2)c1,4[20 µM],20,-10,-4,15,6,0,-2,-1
Cc1ccc(Oc2ncccc2N)c2c1CCC2,-14,12,-8,1,-6,4,-6,2,4
O=C(NCc1ccccc1)C1=C[C@@H](c2coc3ccccc3c2=O)C[C@@H](OCc2ccc(CO)cc2)O1,-20,35,-6,-23,-6,-9,1,1,4
COc1ccc(C2C(C(=O)NCc3ccccn3)c3ccccc3C(=O)N2C)cc1OC (stereo not given),-14,-2,3,-2,-2,4,-12,0,2
N#Cc1ccccc1NC(=O)CSc1nnc(-c2ccncc2)o1,-11,18,-5,-2,2,0,-8,-2,7
N/C(=N\c1nc2ccccc2o1)NC(=O)c1ccc(F)cc1,-15[20 µM],-13,9,-27,-6,0,2,0,-4
Cc1cccc(OCC(=O)N2CCN(C(=O)c3cccs3)CC2)c1,-10,-12,2,-12,3,1,0,0,3

# 5 consecutive compounds out of the list so far, for reference:
SMILES,Furin inh,Calpain2 inh,Tb hexokinase,p47phox inh,EBV gp42 inh,RBBP9 inhibitor,Runt-SMMHC FRET,Runt-CBFb FRET,p97 ATPase inh
O=C(NCc1ccccc1)C1=C[C@@H](c2coc3ccccc3c2=O)C[C@@H](OCc2ccc(CO)cc2)O1,-20,35,-6,-23,-6,-9,1,1,4
COc1ccc(C2C(C(=O)NCc3ccccn3)c3ccccc3C(=O)N2C)cc1OC (stereo not given),-14,-2,3,-2,-2,4,-12,0,2
N#Cc1ccccc1NC(=O)CSc1nnc(-c2ccncc2)o1,-11,18,-5,-2,2,0,-8,-2,7
N/C(=N\c1nc2ccccc2o1)NC(=O)c1ccc(F)cc1,-15[20 µM],-13,9,-27,-6,0,2,0,-4
Cc1cccc(OCC(=O)N2CCN(C(=O)c3cccs3)CC2)c1,-10,-12,2,-12,3,1,0,0,3

# Further entries.
SMILES,Furin inh,Calpain2 inh,Tb hexokinase,p47phox inh,EBV gp42 inh,RBBP9 inhibitor,Runt-SMMHC FRET,Runt-CBFb FRET,p97 ATPase inh
N#Cc1nc(-c2ccc(OCc3ccccc3)cc2)oc1NCCCn1ccnc1,-36,-173,-4,-2,-6,-2,-25,-12,-1
CC(C)OP(=O)(OC(C)C)C(Nc1ccccn1)c1ccc(F)cc1 (stereo not given),-33,6,-3,-7,-19,-7,0,3,1
CCOC(=O)NC(CC(=O)O)c1ccc(OC)cc1 (stereo not given),-7,-10,-2,-12,-22,-4,4,-2,7
CCOc1ccc(-c2[nH]ncc2-c2ccc(OC)c(OC)c2)c(O)c1,-26,-5,-7,-15,-13,-5,2,1,0
CCOC(=O)c1sc(NC(=O)C(CC)OC(=O)C(CC(C)C)NC(=O)c2ccccc2)nc1C (stereo not given),-10,11,-8,-9,-33,-1,-8,x,1
O=C(NC1CCCc2ccccc21)C1CCN(S(=O)(=O)N2CCCCCC2)CC1 (stereo not given),2,0,25,2,-20,-5,-3,0,4
COc1ccc(OC)c(C2N(c3ccccn3)C(=O)C3CCCN32)c1 (stereo not given),5,-13,-1,-8,0,-6,3,0,-8
Cc1nnc(NC(=O)CSc2nc3c(c(=O)n(C)c(=O)n3C)n2C(C)C)s1,-31,1,-2,x,-9,4,3,1,1
CCOc1ccccc1-n1c(CNc2ccc(F)cc2)nnc1SCC(=O)NCc1ccco1,-3[20 µM],-32,9,3,-17,-2,-10,-4,-7
Cc1ccc(NC(=O)CS(=O)CC(=O)N(c2ccc(C)cc2)C(C)C(=O)NC2CCCCC2)cc1 (stereo not given),-14[20 µM],20,-2,1,-6,-12,-8,-12,-2
Cn1c(=O)c2c(ncn2CC(=O)Nc2nc(-c3ccccc3Cl)cs2)n(C)c1=O,-15,-16,-5,-3,-1,-3,3,-2,5
Cc1ccc(-c2nc(C)sc2CC(=O)O)cc1,-13[20 µM],-19,-4,1,-12,-5,-3,10,2
O=C(Cc1cccs1)Nc1nnc(CCc2ccccc2)s1,19[20 µM],1,2,-12,-13,2,-3,0,2
CN(C)c1ccc(C(=O)NNC(=O)c2ccc(Cl)cc2)cc1,-8,-12,-32,-4,3,-2,0,2,8
N#Cc1cccc(NC(=O)N2CCC(c3nc4c(nnn4Cc4cccc(Cl)c4)c(=O)[nH]3)CC2)c1,-8,-62,4,-6,-4,-2,-1,-4,13
OCCC1CN(Cc2cccc3nccnc23)CCN1Cc1ccc(F)c(F)c1 (stereo not given),-11,11,-1,3,-8,5,-2,-3,-3
CC1CC(C)CN(c2ccc(-n3cnnn3)cc2[N+](=O)[O-])C1 (stereo not given),-6,-2,6,-2,6,-1,-4,-8,-1
CCOC(=O)c1[nH]c2ccc(Br)cc2c1NC(=O)CCN1CCOCC1,-11,-7,-16,-6,-12,-6,4,0,2
Cc1ccc(-c2nnc(Nc3ccccc3)o2)cc1,-12,13,-2,-9,-13,-5,-4,1,-18
O=C(c1ccco1)N1CCN(S(=O)(=O)N2CCOCC2)CC1,-15[20 µM],-15,1,-10,0,1,-2,1,4
COc1ccc(N2CC(C(=O)N/N=C/c3ccccc3)CC2=O)cc1 (stereo not given),-15,29,4,1,-8,-3,-2,-1,0

# Compound activity as filed in PubChem.
